Bioassay records (PubChem)
N370S GC – qHTS Assay for Inhibitors and Activators of N370S glucocerebrosidase as a Potential Chaperone Treatment of Gaucher Disease; hit rate 0.092% among 330,000; Potency, µM (titrated, usually from 59.4 µM), inactives show at the highest dose activity change, negative = inhibition, actives largely listed as inhibitors; Lysosomal acid glucosylceramidase (Homo sapiens), P04062; AID 2101, 2009; N370S GC spleen homogenate, 4MU-glucoside fluorescence;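 note: 0% = full enzyme activity and -100% = no enzyme basal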
TDP1 inh – qHTS Assay for Inhibitors of Tyrosyl-DNA Phosphodiesterase (TDP1); recombinant TDP1, AlphaScreen DNA substrate cleavage; Potency, µM (titrated, usually from 130 µM), inactives show at the top dose activity change, negative = inhibition, most hits filed as inhibitors; hit rate 0.28% among 350,000; note: nearly all actives have a fitted effect of over 40% in size
Target sequence (Q9NUW8 whole entry, looked up): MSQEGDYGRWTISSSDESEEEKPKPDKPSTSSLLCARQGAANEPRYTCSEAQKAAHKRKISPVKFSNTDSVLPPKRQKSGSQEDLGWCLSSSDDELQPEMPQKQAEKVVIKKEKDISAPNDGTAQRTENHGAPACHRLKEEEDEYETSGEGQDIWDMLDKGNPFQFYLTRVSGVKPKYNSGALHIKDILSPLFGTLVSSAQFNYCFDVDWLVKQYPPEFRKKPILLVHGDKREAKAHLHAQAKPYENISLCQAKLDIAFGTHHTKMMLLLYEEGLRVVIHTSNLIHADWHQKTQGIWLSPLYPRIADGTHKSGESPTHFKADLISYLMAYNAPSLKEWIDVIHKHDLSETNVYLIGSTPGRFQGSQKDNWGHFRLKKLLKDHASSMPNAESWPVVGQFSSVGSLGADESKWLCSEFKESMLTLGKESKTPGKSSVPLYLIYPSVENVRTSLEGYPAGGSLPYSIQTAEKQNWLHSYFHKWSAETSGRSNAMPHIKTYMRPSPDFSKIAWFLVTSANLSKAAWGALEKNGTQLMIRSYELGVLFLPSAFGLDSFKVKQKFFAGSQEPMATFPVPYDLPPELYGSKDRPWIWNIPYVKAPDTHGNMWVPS
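Steps: enzyme plus compound, 15 min RT; add biotin/phosphotyrosine-FITC oligonucleotide (15 nM final), react 5 min; add donor/acceptor beads (10 ug/ml final), 10 min; read AlphaScreen. Tdp1 at 1 nM final.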
FEN1 inh – qHTS Assay for the Inhibitors of Human Flap endonuclease 1 (FEN1). P39748. Recombinant FEN1 flap cleavage, fluorescence, 15 min. Potency, µM (series often up to 114 µM), for the others: at the highest dose activity change, negative = inhibition, hits mostly inhibitors. hit rate 0.35% among 390,000; note: nearly all actives have a fitted effect of over 65% in size
Target sequence (P39748 whole entry, looked up): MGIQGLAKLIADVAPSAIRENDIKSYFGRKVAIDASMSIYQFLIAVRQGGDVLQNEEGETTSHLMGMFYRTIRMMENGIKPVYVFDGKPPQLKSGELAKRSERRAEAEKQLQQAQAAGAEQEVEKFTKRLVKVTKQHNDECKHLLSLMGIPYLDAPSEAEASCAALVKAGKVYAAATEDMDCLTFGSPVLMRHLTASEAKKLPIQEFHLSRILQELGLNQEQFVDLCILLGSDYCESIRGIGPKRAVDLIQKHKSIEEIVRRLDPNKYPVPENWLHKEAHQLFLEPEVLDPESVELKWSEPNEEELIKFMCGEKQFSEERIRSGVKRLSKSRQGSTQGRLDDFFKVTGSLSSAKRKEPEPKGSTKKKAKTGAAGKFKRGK
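In this screen, 50 nM flap DNA substrate was added to 10 nM FEN1 pretreated with compound for 15 min at room temperature; cleavage was followed with reads at 0 and 15 min, and Hill fitting gave concentration–response parameters.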
* marks the source's active call; other numbers are inactive results; ? = inconclusive; · = no result given; & = joins results of further samples; [ ] = remark or other dose. Calls come from the whole dose curve; as a rule, active = well fitted curve in the direction sought with a large enough effect; inconclusive = small, poorly fitted or top-dose-only effect, or another doubt; inactive = no such curve, though single readings can be large; an effect the other way counts as inactive or inconclusive. Unless noted, % is set by controls: 0 for no effect and ±100 for the full control effect; potency is the fitted concentration of half-maximal effect.

smiles,FEN1 inh,TDP1 inh,N370S GC
COc1cc(C(CC(=O)O)n2cnnn2)ccc1OC(C)C (stereo not drawn),0%,-1%,10%
O=C(NC(=S)N1CCOCC1)c1cn(-c2ccccc2)nc1-c1ccc(F)cc1,9%,3%,·
CCOc1cccc(/C=N/NC(=S)Nc2cc(S(=O)(=O)N3CCOCC3)ccc2N2CCOCC2)c1O,-14%,8%,-8%
COc1ccc(C2C(C(=O)N3CC(C)CC(C)C3)c3ccccc3C(=O)N2C)cc1 (stereo not drawn),-2%,0%,10%
COc1ccccc1C(=O)N/C(=C\c1ccc2c(c1)OCO2)C(=O)NCCc1nc2ccccc2[nH]1,-1%,8%,?
NC(=O)NC1NC(=O)NC1=O (stereo not drawn),-1%&-2%,8%&-1%,6%&0%
O=C(COc1ccccc1C(=O)c1cnn(-c2ccccc2)c1)Nc1ccccc1,-18%&-26%,3%,?
CCn1c(SCC(=O)Nc2ccc3c(c2)OCCO3)nnc1C(C)C,9%,-10%,0%
CCOC(=O)c1cnc(SCC(=O)Nc2ccc3c(c2)OCCO3)nc1N,-12%,4%,6%
O=Nc1[nH]c(=O)c(/C=C(\O)c2ccccc2)nc1NO,?,·,-21%
CCOc1ccc(NC(=O)CCNS(=O)(=O)c2ccc3c(c2)CCC(=O)N3)cc1,0%,0%,-3%
COc1ccc(NC(=O)c2cc(Br)c(Br)s2)cn1,5%,-3%,4%
COc1ccc(CN2CCN(Cc3ccc(C(F)(F)F)cc3)CC2)c(OC)c1,6%,·,-18%
CC(C)[C@H](NC(=O)c1ccccc1Cl)C(=O)NC1CCCCCC1,7%,0%,-1%
Nc1cc(Cl)c([N+](=O)[O-])cc1O,·,9%,2%
CC(C)n1c(SCC(=O)N2CCN(C)CC2)nc2c1c(=O)n(C)c(=O)n2C,-5%,·,0%
Cc1nn2cc(-c3ccc(Cl)cc3)cnc2c1Cl,-1%,9%,6%
CCn1c(N2CCN(C(=O)C34CC5CC(CC(C5)C3)C4)CC2)nc2ccccc21,-10%,-3%,4%
Cc1ccc(CNC(=O)CNS(=O)(=O)c2cccc3nsnc23)cc1,-1%,1%,3%
O=C(c1cccnc1)c1ncc(C(F)(F)F)cc1Cl,-2%,·,-10%
COc1ccc(S(=O)(=O)N2CCCC2)cc1C(C)C,-3%,-4%,24%
Nc1c(C(=O)CSc2ccccn2)c(=O)[nH]c(=O)n1C1CC1,0%,2%,·
COc1cccc(Nc2c([N+](=O)[O-])cncc2[N+](=O)[O-])c1,8%,·,-9%
CC1CCN(S(=O)(=O)c2ccc3c(c2)n(C)c(=O)n3C)CC1,-9%,1%[56.1 µM],-9%
O=C(NCCCN1CCCCC1)c1[nH]c2ccccc2c1Sc1ccc(Cl)cc1,-7%,6%,·
Cc1ccc(C(=O)Nc2c[nH]c(=O)[nH]c2=O)cc1,6%,·,-14%
S=C1NCCOCCOCCOCCOCCN1,-2%,2%,3%
Nc1ccc(Br)cc1C(=O)O,-3%,5%,-2%
Cc1cc(C)nc(N(C#N)Cc2cccc([N+](=O)[O-])c2)n1,-1%,3%,15%
O=[N+]([O-])c1ccc2nc(NS(=O)(=O)c3ccccc3[N+](=O)[O-])sc2c1,-17%,4%[0.0935 µM],19%
Cc1cccc(/C(N)=N/OC(=O)CCCc2ccccc2)c1,-13%,56µM*,12%
COc1cc(OC)c(C2C(C#N)=C(N)OC3=C2C(=O)CC(C)C3)cc1OC (stereo not drawn),3%,2%,-4%
COc1ccc(CNC(=O)C2CCN(S(=O)(=O)N3CC(C)CC(C)C3)CC2)cc1 (stereo not drawn),-13%,2%,0%
Cc1cccc(N(C)C(=O)c2cnn(-c3ccccc3)c2C)c1,-17%,·,1%
COc1ccccc1CNC(=O)c1oc2ccc(S(=O)(=O)N3CCOCC3)cc2c1C,-11%,?,-22%
CCOC(=O)C1CCN(CC(O)COCc2ccc(Cl)cc2)CC1 (stereo not drawn),-10%,2%,0%
COc1ccc(N(CC(=O)O)S(=O)(=O)c2ccc(C)cc2)cc1Cl,7%,8%,14%
Cc1ccc(OCC(=O)N(Cc2ccc(C)o2)C2CCS(=O)(=O)C2)cc1 (stereo not drawn),-6%,3%,-6%
NNc1nc(-c2ccccc2)cc(-c2ccccc2)n1,-1%,0%,4%
O=C(C1CCCO1)N1CCN(S(=O)(=O)c2cccc3nsnc23)CC1 (stereo not drawn),-1%,2%,-8%
COCCCN(C(=S)Nc1c(C)cc(C)cc1C)C(C)c1ccncc1 (stereo not drawn),1%,3%,5%
CCCNC(=O)COCc1cc(-c2ccc3c(c2)OCO3)on1,-13%,·,7%
CC(=O)N1CCN(C(=O)c2ccco2)CC1,2%,·,-13%
CC(=O)OCP(C)(=O)COC(C)=O,7%,0%,0%
CCOC(=O)c1cc2ccc3ccccc3c2oc1=O,-22%,·,?
Cc1ccc2cc(CCNC(=O)c3cccc([N+](=O)[O-])c3)c(=O)[nH]c2c1,-4%,8%,-7%
CCCc1cc(=O)n(-c2nc3ccccc3s2)[nH]1,0%,·,2%
O=S(=O)(NCc1ccccn1)c1ccc(Cl)s1,7%,-4%,2%
COc1ccc(S(=O)(=O)N2CCc3cc4c(cc3C2C)OCCCO4)cc1 (stereo not drawn),3%,5%,2%
Cc1cc(C)cc(OCC(=O)NNC(=O)c2ccoc2C)c1,2%,-1%,-3%
Cc1cc(C(=O)COC(=O)Cn2cnc3c2c(=O)n(C)c(=O)n3C)c(C)n1C,2%,-2%,-8%
CCOc1ccc(-c2cc(CCCC(=O)NCc3ccc(C)cc3)no2)cc1,7%,1%,6%
Cc1ccc(C(=O)Nc2cccc(-c3ccc(N4CCOCC4)nn3)c2)cc1C,-5%,·,5%
COc1ccc2[nH]c(=O)c(CN(CCCN(C)C)C(=O)Nc3ccccc3)cc2c1,-7%,4%,1%
Cc1ccc(-c2nc(C#N)c(N3CCCCC3)o2)cc1,-5%,4%,?
COc1cccc(NC(=O)c2sc3nc(C)c(C(=O)Nc4ccc(Cl)cc4)c(-c4ccc(Br)cc4)c3c2N)c1,6%,3%,·
O=C(CSc1ncn[nH]1)Nc1cc(S(=O)(=O)N2CCCC2)ccc1Cl,-2%,0%,10%
CS(=O)(=O)c1nc(S(=O)(=O)c2ccc(Cl)cc2)c(NCCCn2ccnc2)s1,12%,-13%,-5%
COc1cc2nc(SCC(=O)Nc3ccc(F)cc3)n3nc(CCn4c(C)nc5ccccc54)nc3c2cc1OC,14%,0%,·
O=C(C1CCN(S(=O)(=O)N2CCC3(CC2)OCCO3)CC1)N1CCc2ccccc2C1,5%,4%,0%

A second format for some results above:
Sequence of screens – FEN1 inh, TDP1 inh, N370S GC
CS(=O)(=O)c1nc(S(=O)(=O)c2ccc(Cl)cc2)c(NCCCn2ccnc2)s1
→ 12%, -13%, -5%
COc1cc2nc(SCC(=O)Nc3ccc(F)cc3)n3nc(CCn4c(C)nc5ccccc54)nc3c2cc1OC
→ 14%, 0%, ·
O=C(C1CCN(S(=O)(=O)N2CCC3(CC2)OCCO3)CC1)N1CCc2ccccc2C1
→ 5%, 4%, 0%

The list goes on:
smiles,FEN1 inh,TDP1 inh,N370S GC
CN(C)CCCOc1nn(Cc2ccccc2)c2ccccc12,-5%,6%[21 µM],-15%
CC(C)NC(=O)NC(=O)COC(=O)c1ccc(NC(=O)CC#N)cc1,-1%,2%,-3%
COc1ccc(/C=N/NS(=O)(=O)c2ccccc2)cc1OC(=O)c1ccc(C)cc1,-20%,9%,2%
COc1cccc(C(=O)C[n+]2cccc3cc(OC)ccc32)c1,-17%,0%,·
Cc1nc2ccccc2nc1Nc1cccc(Cl)c1,-29%,·,3%
Cc1ccc2oc(C(=O)Nc3sc4c(c3C(=O)NCc3cccnc3)CCCC4)cc(=O)c2c1,1%,4%,·
Cc1cc2nc(C3CCCN(C(=S)Nc4ccccc4C)C3)[nH]c2cc1C (stereo not drawn),6%,5%,·
O=C(c1cccs1)C1C(c2ccc(Br)cc2)NC(=S)NC1(O)C(F)(F)F (stereo not drawn),-12%,3%,10%
O=C(NCCc1cccc(Cl)c1)c1cccnc1,1%,4%,7%
O=C(CN1CCOCC1)Nc1ccc(S(=O)(=O)N2CCCCCC2)cc1,2%,-2%,2%
Cc1c(C(=O)NCc2ccc3c(c2)OCO3)oc2ccc(S(=O)(=O)N3CCCCCC3)cc12,-1%,5%,-28%
COc1cc(C(C)=O)ccc1OCC(O)CN1CCN(c2c(C)cccc2C)CC1 (stereo not drawn),16%,·,-20%
O=C1CCCC2=C1C(O)(C(F)(F)F)C(=O)N2Cc1ccccc1 (stereo not drawn),-8%,2%,20%
COc1cccc(C2CC(c3ccc(C)cc3)=NN2C(=O)c2ccccc2F)c1OC (stereo not drawn),-20%,·,26%
CCN(CC)C(=O)CSc1nc2[nH]ncc2c(=O)[nH]1,-6%,7%,5%
COc1ccc(N2C(N)=NC(N)=NC23CCCC3)cc1,-4%,7%,2%
COc1ccccc1NC(=S)NN1CCN(C)CC1,-10%,-1%,-1%
COc1cccc(CNC(=O)C2CCN(S(=O)(=O)c3ccc4c(ccn4C)c3)CC2)c1,10%,2%,·
Cc1cc(=O)n2nc(N(C)CC(=O)NCc3ccc(Cl)cc3)sc2n1,-8%,-5%,·
CSc1ccccc1OCc1cc(C(=O)N2CCSCC2)no1,-12%,-1%,-12%
CC[n+]1c(/C=C/Nc2ccccc2)oc2ccc(OC)cc21,2%,-3%,-16%
CNC(=S)N1CCN=C1Nc1nc(C)cc(C)n1,0%,0%,-1%
COC(=O)c1ccccc1NC(=O)CSc1nc(O)c(-c2ccccc2)c(=O)[nH]1,5%,·,30%
COc1ccc(Cl)cc1NC(=O)c1sc2nc(-c3ccc(OC)c(OC)c3)ccc2c1N,-28%,-2%,·
CCC(C)c1ccccc1NC(=O)COC(=O)c1ccc(N2CCCC2)c([N+](=O)[O-])c1 (stereo not drawn),-12%,-1%,7%
O=C(CSc1nnc(CN2CCOCC2)n1-c1ccccc1)Nc1ccc(Cl)cc1,7%,2%,5%
CCOC(=O)CN1C(=O)N[C@H](c2ccc(Br)cc2)C(C(C)=O)=C1C,1%,-8%,4%
O=C(NNC(=O)c1cc(-c2ccncc2)nc2ccccc12)c1ccccc1F,0%,1%,·
COc1cc(CNC(=O)C2CCCN2S(=O)(=O)c2ccccc2)cc(OC)c1OC (stereo not drawn),-11%,7%,-18%
CCOC(=O)N1CCC(NC(=O)C2CCN(C(=O)c3cc4sccc4n3CC)CC2)CC1,-1%,·,-1%
COc1ccccc1CNC(=O)Cn1c(=O)c2cccn2c2cccnc21,8%,·,0%
CN(C(=O)CSc1nnc(-c2ccccc2F)n1N)C1CCCCC1,7%,1%,·
CN1C(=O)N(C)C(c2ccccc2Cl)C2=C1CC(C)(C)CC2=O (stereo not drawn),-3%,0%,4%
CCn1cc(CN2CCC(n3nccc3NC(=O)c3cccc(F)c3)CC2)c(C)n1,-2%,2%,-1%
CC(C)(C)Nc1oc(-c2ccccc2)nc1-c1ccccc1F,·,8%,-10%
CC(=O)C1=C(c2ccc(Cl)c(Cl)c2)N(C(C)=O)n2cnnc2S1,-11%,-3%,·
Cc1c(C(=O)N2CCOCC2)oc2c1C(=O)CC(C)(C)C2,-1%,7%,-3%
COc1ccc(Br)cc1CNC(=O)CCc1nc(-c2ccccc2F)no1,6%,0%,8%
O=C(C1CC1)N1N=C(c2ccc(Br)cc2)CC1(O)C(F)(F)F (stereo not drawn),5%,·,-1%
COC(=O)c1c(NC(=O)c2ccccc2)sc2c1CC(C)(C)OC2,-3%,4%,?
N#Cc1cccnc1N1CCN(C(=O)c2cccc3c2C(=O)c2ccc(Cl)cc2S3(=O)=O)CC1,10%,2%,·
O=C(CSc1nncn1-c1ccccc1)Nc1ccc(F)cc1F,-14%,5%,-2%
COc1cc2nc3c4ccccc4n(CC#N)c3nc2cc1OC,·,-1%,-14%
Cc1ccc(S(=O)(=O)N(C)CC(=O)O/N=C(\N)c2cccc(Br)c2)cc1,-7%,-5%,0%
COC(=O)c1sccc1NS(=O)(=O)c1ccc(F)cc1F,-6%,·,-20%

Entries of single compounds as entered above. Order of values: FEN1 inh, TDP1 inh, N370S GC
Cc1c(C(=O)N2CCOCC2)oc2c1C(=O)CC(C)(C)C2 is listed as -1%, 7%, -3%
COC(=O)c1sccc1NS(=O)(=O)c1ccc(F)cc1F is listed as -6%, ·, -20%
